Assay outcomes deposited in PubChem BioAssay by Broad Institute.
Cneo AK release = causes C. neoformans cell lysis | adenylate kinase release luminescence, 4 h; normalised: neutral wells 0, clomiphene wells 100 | lysis activity, % at 15 µM | 360,000 compounds, 0.2% hits | AID 651654;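 active = mean lysis activity across replicates of at least 80%, whatever share of replicates individually reach that level; inactive = mean lysis activity below 80%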
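Assay system: C. neoformans cells. Amount: yeast cell density of 5 × 10^6 cells/mL. Technique: AK luminescence. Buffer or medium: YPD. Times: static 4 h at 37 °C with compound, 1 h detection. Dosing: single-point compound dose. Read-out: lysis from increased AK signal.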
C2C12 statin = suppression of simvastatin myotoxicity; C2C12 myotubes + simvastatin, ATP luminescence, 48 h; scaled: DMSO 0, geranylgeraniol control 100; 330,000 compounds, 0.78% hits; AID 602340; rescue of ATP level, % at 7.49 µM;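 active = mean ATP rescue above about 67%, or every replicate alone reaching that limit, limit read from the data, passing the limit was not always enough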;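 note: myotubes were challenged with 10 µM simvastatin during compound exposure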
PglD inh = blocks C. jejuni PglD acetyltransferase activity | purified PglD enzyme, DTNB colorimetric CoA detection | 360,000 compounds, 0.098% hits | inhibition, % at 12.5 µM; in the data active = inhibition above about 16%, passing the limit was not always enough; note: strong numbers were not always called active
F508del corr = CFTR F508del correction in bronchial cells | 350,000 compounds, 0.36% hits | AID 720511 | activity (quench increase), % at 7.58 µM | CFBE cells, YFP halide quenching; stimulated with forskolin plus potentiator P3; % fluorescence drop versus neutral controls;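 active = mean added fluorescence quench of at least 8% versus neutral control, with both replicates also reaching 8%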;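 note: cells transiently co-express mutant CFTR-F508del with the halide-sensitive YFP; corrector assay measuring rescue of mutant channel to the surface after 24 h compound exposure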
INS-1E GSIS act = primary screen for activators of insulin secretion dependent on glucose, INS-1E cells, GLuc reporter luminescence. INS-1E GLuc reporter insulin secretion, 2-3 h. activation, % at 16.6 µM. 370,000 compounds, 0.61% hits;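 active = lowest replicate activation of at least 40%, so every replicate reaches that level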;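 note: 0% = median of neutral control wells and 100% = median of IBMX positive control wells; some compounds called inactive have numbers as strong as hits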
miR-122 sensor = inhibitors of miR-122 in Huh7 cells | activation (reporter increase), % at 12.5 µM | 340,000 compounds, 0.3% hits | Huh7 miR-122 Renilla luciferase sensor, 48 h; neutral wells = 0, positive control = 100;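 active = mean replicate activation score at least 90 and every replicate individually at or above 90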;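 note: higher luciferase means less miR-122 activity so hits act as miR-122 inhibitors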
PGC1a acetyl inh = modulators of PGC1a acetylation. U2OS PGC1a acetylation, AlphaScreen anti-acetyl-lysine; with virally co-expressed GCN5 acetyltransferase. inhibition, % at 15.6 µM. 350,000 compounds, 0.17% hits;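 active = every replicate shows inhibition of at least 40%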;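 note: 0% = neutral control wells and 100% = positive control wells; some results beyond the cut were filed as inactive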
FN deposition inh = fibronectin deposition inhibition; AH1F fibroblasts, Alexa488-fibronectin deposition fluorescence, overnight; inhibition, % at 12.6 µM; 350,000 compounds, 0.086% hits; AID 743247;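 active = mean inhibition across replicates of 30% or more, regardless of how many single replicates reach that level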;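 note: positive control wells lacked labelled fibronectin entirely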
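Test system: AH1F fibroblast monolayer depositing Alexa488-labelled fibronectin into matrix. Input: 10000 cells per well. Technique: fluorescence, ex 485 nm, em 525 nm. Buffer or medium: DMEM plus 2% serum, read in PBS. Timing: 1 h cell adhesion before compound, then overnight fibronectin incubation. Compound: single dose, pinned. Read-out basis: inhibition from reduced deposited-fibronectin fluorescence.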
Numbers without * were called inactive; . = no result given; & = joins results of further samples; [ ] = another dose, or the depositor's remark.

SMILES	Cneo AK release	C2C12 statin	PglD inh	F508del corr	INS-1E GSIS act	miR-122 sensor	PGC1a acetyl inh	FN deposition inh
COc1ccc(CNC(=O)c2cc(C3CC3)nc3c2cnn3C(C)C)cc1	-0.6	-7.9	-1.7	2.5	-6.9	-12.4	0.5	-27.4
Cn1c(=O)oc2cc(S(=O)(=O)N3CCC(C(=O)Nc4ccc(OC(F)(F)F)cc4)CC3)ccc21	0.9	9.3	0.7	.	48.6*	.	9.8	.
CC1C(c2ccccc2)N(C)C(c2ccccc2)CC1(O)c1ccccc1 (stereo not drawn)	2.6	20.1	0.6	.	-13.4	0.2	-22.2	.
C[C@H](CO)N1C[C@H](C)[C@@H](CN(C)C(=O)NC2CCCCC2)Oc2c(NS(=O)(=O)c3cn(C)cn3)cccc2C1=O	-2.1&10.0	-20.7&2.4	-6.3&-0.9	-0.2&3.6	17.7&-2.0	4.2[16.7 µM]	10.8&1.8	4.9&1.1
COc1ccccc1CNC(=O)CSc1nc2nc(C)cc(C)n2n1	-17.9	.	6.5	.	4.7	-5.0	4.8	1.4
CCOc1ccc(CN2CCCN(C)CC2)cc1	-0.7	-18.9	1.9	-1.4	5.2	8.0	6.9	.
C[C@@H]1CN([C@@H](C)CO)C(=O)c2cc(NC(=O)NC3CCCCC3)ccc2O[C@@H]1CN(C)C(=O)Nc1ccc(C(F)(F)F)cc1	-2.1	-35.4	-0.7	-6.3	-9.8	-3.3[16.7 µM]	-0.8	.
COc1ccc(-c2onc(C)c2-c2ccc3c(c2)OCCO3)c(O)c1	-5.3	11.4	-2.0	-1.2	18.5	1.0	-6.5	-4.1
Cc1ccc(S(=O)(=O)N(C)C[C@H]2Oc3ccc(NC(=O)Nc4ccc(F)cc4)cc3C(=O)N([C@H](C)CO)C[C@@H]2C)cc1	-1.5	-46.2	2.7	-1.6	-11.2	0.9[16.7 µM]	-1.0	.
CCNC(=O)[C@H]1[C@H](CO)[C@H]2Cn3c(ccc(-c4cccc(OC)c4)c3=O)[C@H]2N1C(=O)NC(C)C	-3.0	17.1	6.4	-0.1	-2.3	3.2[16.7 µM]	-1.5	.
COc1ccccc1NC(=O)c1sc2ncn(Cc3cccc(C)c3)c(=O)c2c1C	-0.5	-90.4	1.3	.	.	4.0	-28.0	17.0
COC(=O)c1[nH]c2ccccc2c1NC(=O)CN1CC(C)OC(C)C1 (stereo not drawn)	-0.4	.	-1.1	.	.	1.6	2.1	.
C[C@@H]1CCCCO[C@H](CN(C)Cc2ccncc2)[C@@H](C)CN([C@@H](C)CO)C(=O)c2cc(NC(=O)CCCN(C)C)ccc2O1	.	-0.5	.	0.5	21.9	-4.3[16.7 µM]	-0.2	.
Cc1ccc(CN2CC(C(=O)N3CCN(S(=O)(=O)c4cccc(F)c4)CC3)CC2=O)cc1 (stereo not drawn)	1.1	0.7	-0.2	2.2	-8.6	.	-53.9	0.4
O=C(c1ccsc1)N1CCCC(N2CCN(c3cccc(Cl)c3)CC2)C1 (stereo not drawn)	6.5	0.9	-1.9	5.1	-7.0	-9.6	-11.2	-16.3
CCSc1nnc(-c2ccc(Cl)cc2Cl)o1	-1.9	-9.4	1.9	.	-3.1	.	2.1	.
COc1ccc(OC)c(CNC(=O)CCN2C(=O)COc3ccccc32)c1	-0.7	-8.8	4.9	.	-3.1	.	0.0	.
CC1CCCN(C(=S)NCc2ccccc2)C1 (stereo not drawn)	-0.3	.	-1.6	.	-9.0	6.0	.	0.7
OC[C@@H]1[C@H](c2ccc(-c3ccccc3F)cc2)[C@@H]2CN(Cc3cccnc3)CCCCN12	0.2	.	5.0	1.6	2.0	1.8[16.7 µM]	-4.3	.
CC(C)N1CCCC(C)(C(=O)Nc2nc3ccccc3[nH]2)C1 (stereo not drawn)	2.4	-16.9	-0.6	-0.5	-1.5	-3.7	-4.0	3.9
C[C@H](CO)N1C[C@H](C)[C@H](CN(C)C(=O)C2CCCCC2)OCCCC[C@H](C)Oc2ccc(NS(C)(=O)=O)cc2C1=O	6.8	16.9	3.3	0.7	8.1	-3.6[16.7 µM]	12.6	.
CCCCn1nnnc1NCc1ccc(N2CCCC2)cc1	-0.8	-0.6	-13.9	.	0.1	-2.2	-2.8	.
CC(=O)c1cccc(NC(=O)COC(=O)Cc2ccc(Cl)cc2)c1	-1.4	14.3	3.8	-7.0	-1.1	.	.	.
COc1ccc(C(=O)NCc2cccnc2)cc1OC	-2.5	4.3	1.6	.	.	-3.3	-4.7	1.4
CC1C=NC(S(=O)(=O)N2CC[C@@H]3[C@H](CO)N(C)c4ccc(C#Cc5cccnc5)cc4[C@@H]32)=N1 (stereo partly drawn)	-31.1	-13.4	-1.1	1.8	2.6	13.2[16.7 µM]	-6.7	-0.9
O=C(COc1ccc(S(=O)(=O)NCc2ccccc2)cc1Cl)NCc1ccncc1	-0.8	6.0	2.7	2.3	-8.2	36.5	17.2	-1.4
COc1cc(OC)c(C(=O)OC(C)C(=O)Nc2cc(C(F)(F)F)ccc2Cl)cc1OC (stereo not drawn)	-4.1	.	-3.1	-1.9	-22.4	-8.7	.	21.3
COc1ccc(OC(=O)COc2cccc(C)c2)cc1	-1.3	-2.4	-0.6	-3.0	8.2	-8.9	3.3	3.8
COCC(=O)N(C)C[C@H]1Oc2cc(-c3ccc(C)cc3)ccc2S(=O)(=O)N([C@@H](C)CO)C[C@H]1C	15.8	4.4	-3.9	-0.6	-6.9	-19.8[16.7 µM]	3.2	-15.8
Cc1nnc(SCC(=O)Nc2cc(C(C)(C)C)nn2-c2ccccc2)s1	-2.0	.	4.7	.	18.7	-2.8	9.2	3.5
Cc1ccc(/C=C/c2onc(C)c2S(=O)(=O)N2CCC(C(=O)NC(C)(C)C)CC2)cc1	-3.9	-1.2	2.9	-3.6	2.8	.	.	-0.6
COc1cc([N+](=O)[O-])c2nccnc2c1	.	.	.	-0.3	14.2	-8.0	-3.3	9.6
COc1ccccc1C(=O)NCCC(=O)NCC1CCCCC1	0.4	0.4	-3.1	1.3	8.4	-4.3	.	-5.6
CNC[C@@H]1Oc2cc(C#CC3CCCC3)ccc2S(=O)(=O)N([C@@H](C)CO)C[C@@H]1C	-1.6	-22.7	-1.1	0.3	4.3	-32.4[16.7 µM]	-8.2	-2.9
Cc1n(CC(O)COCc2ccccc2)c2ccccc2[n+]1C (stereo not drawn)	3.1	-2.4	0.7	.	.	-9.3	1.1	-22.0
C/C(=N\O)C(C)(C)Nc1cccc(F)c1	.	-4.1	.	0.0	-20.3	-1.4	-5.1	-1.7
O=C(O)CCN1CC2([N+](=O)[O-])C=CC(=O)C([N+](=O)[O-])(C1)C2CC(=O)c1ccccc1 (stereo not drawn)	0.5	.	0.2	.	-14.8	1.3	1.5	4.5
CCCCOCCCNC(=O)Cc1cccs1	0.3	8.7	-3.8	.	6.3	-3.3	6.0	.
COc1cc2cc(C(c3nnnn3C3CCCC3)N3CCc4ccccc43)c(=O)[nH]c2cc1OC (stereo not drawn)	.	6.4	.	-3.3	-24.6	26.8	2.3	.
Cc1noc(C)c1NC(=O)NCC[C@@H]1CC[C@@H](NC(=O)c2ccccc2)[C@@H](CO)O1	4.8	3.0	0.0	-5.0	16.5	.	-0.5	.
Cc1ccc(C)c(N2CCN(C(=O)c3ccc4nc(N5CCOCC5)sc4c3)CC2)c1	-0.6	1.0	-4.8	-2.0	-24.1	0.2	-3.4	-6.1
COc1cccc(-c2ccc3c(c2)[C@H]2[C@H](CCN2C(=O)C2CCCC2)[C@@H](CO)N3)c1	.	.	.	0.8	-34.8	.	1.4	-0.6
CCOc1ccc(-c2csc3ncn(-c4ccc(OC)cc4)c(=O)c23)cc1	0.9	6.3	-1.0	-0.5	-17.5	-3.4	-1.8	7.9
Cc1cccc(OCc2nc(-c3cccnc3)no2)c1	8.7	-1.4	-1.3	0.4	2.7	9.5	-2.6	-2.7
CCCc1cn(CC[C@@H]2CC[C@H](NC(=O)CCN3CCCCC3)[C@@H](CO)O2)nn1	-4.1	-1.6	-3.3	-2.5	7.9	.	0.6	4.5
NC(=O)c1ccsc1NC(=O)c1ccc(S(=O)(=O)N2CCCC2)cc1	1.0	-1.3	-0.4	-2.6	-10.9	-9.2	9.8	2.6
Cc1ccsc1C(=CCCN1CCC[C@@H](C(=O)O)C1)c1sccc1C	2.6	-5.9	5.5	3.0	.	4.1	-8.5	11.5
Cc1ccccc1-c1nc2sc3c(c2c(=O)o1)CCC3	2.6	.	2.2	.	.	-1.7	11.2	.

For reference, part of the list above.
SMILES	Cneo AK release	C2C12 statin	PglD inh	F508del corr	INS-1E GSIS act	miR-122 sensor	PGC1a acetyl inh	FN deposition inh
COc1ccc(CNC(=O)c2cc(C3CC3)nc3c2cnn3C(C)C)cc1	-0.6	-7.9	-1.7	2.5	-6.9	-12.4	0.5	-27.4
Cn1c(=O)oc2cc(S(=O)(=O)N3CCC(C(=O)Nc4ccc(OC(F)(F)F)cc4)CC3)ccc21	0.9	9.3	0.7	.	48.6*	.	9.8	.
CC1C(c2ccccc2)N(C)C(c2ccccc2)CC1(O)c1ccccc1 (stereo not drawn)	2.6	20.1	0.6	.	-13.4	0.2	-22.2	.
C[C@H](CO)N1C[C@H](C)[C@@H](CN(C)C(=O)NC2CCCCC2)Oc2c(NS(=O)(=O)c3cn(C)cn3)cccc2C1=O	-2.1&10.0	-20.7&2.4	-6.3&-0.9	-0.2&3.6	17.7&-2.0	4.2[16.7 µM]	10.8&1.8	4.9&1.1

(list continues)
SMILES	Cneo AK release	C2C12 statin	PglD inh	F508del corr	INS-1E GSIS act	miR-122 sensor	PGC1a acetyl inh	FN deposition inh
Cc1ccc(C)c(NC(=O)C(CC(=O)O)C2CCCO2)c1 (stereo not drawn)	3.9	14.1	9.2	0.2	-7.4	-10.3	3.6	-0.5
COc1ccc(C2OCC(C)([N+](=O)[O-])CO2)cc1 (stereo not drawn)	0.2	0.6	3.4	1.6	11.1	1.4	-2.1	-13.6
CC(=O)Nc1cccc(-c2ccnc3c2CC(C(=O)NCC2CCOCC2)O3)c1 (stereo not drawn)	0.9	4.0	2.2	-5.9	.	1.9	-18.5	-7.6
CN(C)CCN1C(=O)c2ccccc2C1=O	2.0	8.9	0.4	0.0	-0.4	.	.	-0.5
CC(C)(C)c1ccccc1N=Cc1ccc2ccccc2n1	1.5	.	-7.7	.	.	0.4	-4.2	.
O=C(COC(=O)/C=C/c1cccc(Br)c1)NCc1cccs1	-8.0	-0.3	-3.9	-2.2	-1.7	.	.	10.2
Fc1ccc(N2CCN(Cc3cnc(Cl)s3)CC2)cc1	-3.9	18.5	2.6	-1.2	7.9	-21.9	.	1.0
Cc1noc(C)c1S(=O)(=O)Nc1ccc2c(c1)C(=O)N([C@@H](C)CO)C[C@H](C)[C@H](CN(C)S(=O)(=O)c1ccccc1)O2	-1.7	-34.1	3.5	-2.4	-3.3	1.9[16.7 µM]	-10.9	-21.4
CCc1nc2c(OCCOc3ccc(F)cc3)cccn2c1N(C)C(=O)c1ccc(C)cc1	1.0	-21.7	2.9	4.8	-16.9	-0.6	.	-4.1
O=S(=O)(NC(=NCc1ccccc1)c1ccccc1)c1ccc(Br)cc1	0.1	0.5	-9.7	1.1	-27.4	.	-0.1	15.2
CCOc1ccc(N2CC(C(=O)NC3CCCC3)CC2=O)cc1 (stereo not drawn)	-0.9	-6.7	-1.2	0.8	8.3	7.6	5.8	-6.7
CC(C)NC(=O)Nc1ccc2c(c1)C(=O)N([C@H](C)CO)C[C@@H](C)[C@@H](CN(C)S(=O)(=O)c1ccccc1)O2	0.5	-13.2	-0.4	-1.7	-3.4	30.1[16.7 µM]	-5.3	0.5
